Screens deposited in PubChem BioAssay by several laboratories.
Pf gametocyte: inhibitors of late stage P. falciparum gametocyte viability | AID 743093 | inhibition, % at 10.9 µM | P. falciparum stage V gametocytes, ATP luminescence, 24 h | 0.065% of 150,000 active;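 active = inhibition above the mean plus 3 SD of compounds within the control limits, set per campaign, cut at about 38% in these data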;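 also: 0% = DMSO wells and 100% = medium only without gametocytes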
Avidin fluor: avidin bead compound fluorescence profile; Avidin beads, compound fluorescence 488/530 nm, flow cytometry; stronger effect = higher value; fluorescence (KMESF) at 10 µM; 0.38% of 220,000 active; AID 1775; in the data active = fluorescence above about 47; also: inactives centre near 10
ABCG2 inh: human ABCG2 inhibition, ABCB1 as counter-screen; IgMXP3 cells, JC-1 efflux, flow cytometry; inhibition, % at 6.6 µM; 0.1% of 190,000 active; AID 1325;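 active = inhibition above 80%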;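 also: 0% = DMSO and 100% = nicardipine control wells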
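Assay system – ABCG2 IgMXP3 and barcoded ABCB1 CCRF-Adr cell mix · Input – 3 million cells/mL in well · Reagent – JC-1 fluorescent substrate · Compound – single test compound dose, 6.6 µM final · Timing – 10 min exposure at 25 °C with rotation, no wash · Detection – flow cytometry of retained JC-1 fluorescence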
Mcl1-Noxa inh: disrupts binding of human Mcl-1 to Noxa peptide; 1.5% of 220,000 active; TR-FRET Mcl-1/Noxa peptide binding, 2 h; Q07820; inhibition, % at 21.7 µM;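 active = compounds that cut the protein-peptide binding signal by more than 50% relative to plate controls in a single-dose test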;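 also: His-tagged Mcl-1 with rhodamine Noxa BH3 peptide and terbium anti-His antibody; 0% = Mcl-1 plus Noxa peptide wells and 100% = peptide-only wells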
RGS4-Gao reg: human RGS4-Galphao interaction regulation; binding response (% of control), % at 10 µM; 0.33% of 220,000 active; Multiplexed bead flow cytometry, RGS4-Galphao binding; actives lie on both sides; P09471; in the data active = binding response below about 49% or above about 150%; inactive = in between;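 also: fluorescent Galphao activated with aluminum fluoride binding bead-coupled RGS4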
RGS7-Gao: human RGS7-Galphao interaction regulation. Multiplexed bead flow cytometry, RGS7-Galphao binding; actives lie on both sides. 0.35% of 220,000 active. binding response (% of control), % at 10 µM. P09471; in the data active = binding response below about 49% or above about 150%; inconclusive = no clear call, values can overlap the other calls; inactive = in between;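 also: fluorescent Galphao held in activated GDP-AlF4 state binding bead-coupled RGS7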
Mcl-1 Bim block: disrupts Bim peptide binding to human Mcl-1; AID 1009; 0.1% of 190,000 active; inhibition, % at 10 µM; Bead-based flow cytometry, Bim peptide-Mcl-1 binding; Q07820; in the data active = inhibition above about 40%;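 also: 0% = no compound tracer wells and 100% = peptide blocker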
Mcl1 Bid PPI: disrupts binding of human Mcl-1 to Bid peptide; TR-FRET Mcl-1/Bid-Dy647 peptide binding, 1536-well; inhibition, % at 21.7 µM; 0.97% of 220,000 active;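 active = compounds that cut the binding signal by more than half at the single screening dose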;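 also: His-tagged Mcl-1 with europium anti-His antibody binding Bid BH3 peptide; 0% = Mcl-1 plus peptide wells and 100% = peptide-only wells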
GSH fluor: GSH bead compound fluorescence profile | GSH beads flow cytometry, compound fluorescence 488/530 nm; stronger effect = higher value | fluorescence (KMESF) at 10 µM | 0.25% of 190,000 active | AID 1776; in the data active = fluorescence above about 89;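 also: glutathione beads carrying GST-tagged Bcl family fusion proteins plus one bare bead set; values are compound well signal with DMSO vehicle wells as background; inactives centre near 16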
RGS8-Gao: regulators of human RGS8-Galphao interaction | AID 1423 | response (percent of control binding), % at 10 µM | P09471 | multiplexed bead flow cytometry, RGS8-Galphao binding; actives lie on both sides | 0.34% of 220,000 active; in the data active = response below about 60% or above about 140%; inactive = in between;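 also: Galphao activated as the GDP aluminium fluoride complex binding bead-coupled RGS8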
ABCB1 block: human ABCB1 inhibition, ABCG2 as counter-screen. inhibition, % at 6.6 µM. CCRF-Adr cells, JC-1 efflux, flow cytometry. P08183. 0.067% of 190,000 active; in the data active = inhibition above about 40%;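 also: 0% = vehicle and 100% = reference inhibitor; higher value means more JC-1 retained so stronger ABCB1 efflux block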
Target sequence (P08183 whole entry, looked up): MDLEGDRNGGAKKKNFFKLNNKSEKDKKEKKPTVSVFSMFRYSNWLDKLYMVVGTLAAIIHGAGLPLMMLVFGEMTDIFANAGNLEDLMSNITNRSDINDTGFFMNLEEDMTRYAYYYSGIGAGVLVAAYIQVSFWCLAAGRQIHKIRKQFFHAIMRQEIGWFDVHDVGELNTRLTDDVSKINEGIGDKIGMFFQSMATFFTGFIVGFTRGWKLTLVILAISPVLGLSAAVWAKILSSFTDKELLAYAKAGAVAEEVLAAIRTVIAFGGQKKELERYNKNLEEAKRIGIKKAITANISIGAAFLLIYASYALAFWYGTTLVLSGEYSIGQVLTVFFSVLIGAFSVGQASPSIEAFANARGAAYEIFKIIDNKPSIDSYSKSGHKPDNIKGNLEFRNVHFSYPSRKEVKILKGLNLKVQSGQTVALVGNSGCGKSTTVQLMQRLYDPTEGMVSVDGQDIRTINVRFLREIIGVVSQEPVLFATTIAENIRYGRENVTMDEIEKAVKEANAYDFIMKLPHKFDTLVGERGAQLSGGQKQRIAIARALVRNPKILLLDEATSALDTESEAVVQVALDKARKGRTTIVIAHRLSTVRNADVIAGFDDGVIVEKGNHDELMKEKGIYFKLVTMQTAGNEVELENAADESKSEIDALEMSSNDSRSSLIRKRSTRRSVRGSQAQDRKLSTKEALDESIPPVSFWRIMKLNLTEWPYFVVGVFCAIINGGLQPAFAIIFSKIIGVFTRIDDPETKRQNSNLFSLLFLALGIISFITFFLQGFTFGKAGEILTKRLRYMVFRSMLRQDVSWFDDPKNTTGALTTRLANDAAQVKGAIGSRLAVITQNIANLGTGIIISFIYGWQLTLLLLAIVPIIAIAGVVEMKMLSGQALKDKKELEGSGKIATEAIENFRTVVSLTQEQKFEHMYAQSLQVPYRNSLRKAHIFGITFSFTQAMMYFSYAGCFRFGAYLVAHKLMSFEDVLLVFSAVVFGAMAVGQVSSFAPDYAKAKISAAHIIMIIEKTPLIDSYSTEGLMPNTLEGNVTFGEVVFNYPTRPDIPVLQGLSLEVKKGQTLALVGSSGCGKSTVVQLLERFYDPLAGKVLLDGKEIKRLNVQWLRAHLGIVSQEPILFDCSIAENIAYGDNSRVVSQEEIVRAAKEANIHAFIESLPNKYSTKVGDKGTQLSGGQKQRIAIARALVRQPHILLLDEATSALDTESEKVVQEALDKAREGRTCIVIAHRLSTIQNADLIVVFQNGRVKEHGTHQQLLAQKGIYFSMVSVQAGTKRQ
Numbers without * were called inactive; ? = inconclusive; / = no result given.

Short keys: A = Pf gametocyte; B = Avidin fluor; C = ABCG2 inh; D = Mcl1-Noxa inh; E = RGS4-Gao reg; F = RGS7-Gao; G = Mcl-1 Bim block; H = Mcl1 Bid PPI; I = GSH fluor; J = RGS8-Gao; K = ABCB1 block
Cn1c(SCC(N)=O)nnc1-c1cnccn1
  A: -2; B: 11; C: -3; D: 2; E: 98; F: 107; G: -1; H: -28; I: 12; J: 104; K: -0.4

CCC(=O)c1ccc2ncccc2c1
  A: -6; B: 12; C: 44; D: 17; E: 100; F: 102; G: -3; H: -4; I: 12; J: 100; K: 0.3

O=C(O)c1ccc(CSc2nnc(-c3ccccc3)n2-c2ccccc2)cc1
  A: 0; B: 5; C: /; D: 1; E: 107; F: ?; G: /; H: 9; I: /; J: 101; K: /

CC(C)c1nnc(NC(=O)Cc2ccccc2[N+](=O)[O-])s1
  A: -30; B: 14; C: 6; D: 2; E: 102; F: 100; G: -3; H: -4; I: 21; J: 103; K: 2.4

Cc1ccc(SCC(=O)NCCC2=CCCCC2)cc1
  A: -2; B: 9; C: 5; D: -5; E: 103; F: 102; G: 0; H: -9; I: 16; J: 104; K: 0.5

COc1ccc(-c2ccnc(SCC(=O)N3CCN(c4ccccc4)CC3)n2)cc1
  A: -41; B: 8; C: /; D: 2; E: 103; F: ?; G: /; H: -28; I: /; J: 103; K: /

CCn1c2ccccc2c2cc(NC(=O)c3cccc(OC)c3OC)ccc21
  A: 10; B: 11; C: 34; D: -6; E: 103; F: 104; G: -3; H: -1; I: 11; J: 104; K: 3.2

CC(C)Oc1cccc(C(=O)C2CCCN(C(=O)c3ccnn3C)C2)c1 (stereo not given)
  A: /; B: 11; C: -2; D: -10; E: 101; F: 100; G: -2; H: -16; I: 16; J: 101; K: -1.9

O=C(O)c1cccnc1Sc1ccccc1Cl
  A: 6; B: 3; C: /; D: 23; E: 83; F: ?; G: /; H: -7; I: /; J: 91; K: /

CN(C)c1ccc(/C=N/NC(=O)c2ccc(Cl)cc2)cc1
  A: /; B: 18; C: 1; D: 6; E: 89; F: 95; G: 0; H: -30; I: 15; J: 99; K: 0.0

Six structures from above, ordered by heavy-atom count, ascending.
Short keys: A = Pf gametocyte; B = Avidin fluor; C = ABCG2 inh; D = Mcl1-Noxa inh; E = RGS4-Gao reg; F = RGS7-Gao; G = Mcl-1 Bim block; H = Mcl1 Bid PPI; I = GSH fluor; J = RGS8-Gao; K = ABCB1 block
CCC(=O)c1ccc2ncccc2c1
  A: -6; B: 12; C: 44; D: 17; E: 100; F: 102; G: -3; H: -4; I: 12; J: 100; K: 0.3

Cn1c(SCC(N)=O)nnc1-c1cnccn1
  A: -2; B: 11; C: -3; D: 2; E: 98; F: 107; G: -1; H: -28; I: 12; J: 104; K: -0.4

CC(C)c1nnc(NC(=O)Cc2ccccc2[N+](=O)[O-])s1
  A: -30; B: 14; C: 6; D: 2; E: 102; F: 100; G: -3; H: -4; I: 21; J: 103; K: 2.4

CC(C)Oc1cccc(C(=O)C2CCCN(C(=O)c3ccnn3C)C2)c1 (stereo not given)
  A: /; B: 11; C: -2; D: -10; E: 101; F: 100; G: -2; H: -16; I: 16; J: 101; K: -1.9

O=C(O)c1ccc(CSc2nnc(-c3ccccc3)n2-c2ccccc2)cc1
  A: 0; B: 5; C: /; D: 1; E: 107; F: ?; G: /; H: 9; I: /; J: 101; K: /

COc1ccc(-c2ccnc(SCC(=O)N3CCN(c4ccccc4)CC3)n2)cc1
  A: -41; B: 8; C: /; D: 2; E: 103; F: ?; G: /; H: -28; I: /; J: 103; K: /

(list continues)
Short keys: A = Pf gametocyte; B = Avidin fluor; C = ABCG2 inh; D = Mcl1-Noxa inh; E = RGS4-Gao reg; F = RGS7-Gao; G = Mcl-1 Bim block; H = Mcl1 Bid PPI; I = GSH fluor; J = RGS8-Gao; K = ABCB1 block
COc1cc(OC)cc(C(=O)N[C@H](C(=O)NCc2cccs2)C(C)C)c1
  A: -8; B: 9; C: 2; D: -1; E: 102; F: ?; G: -2; H: -5; I: 18; J: 103; K: 1.3

Cc1onc(-c2c(F)cccc2Cl)c1C(=O)NC1CCSC1=O (stereo not given)
  A: /; B: 11; C: 1; D: 8; E: 103; F: 100; G: -3; H: -4; I: 8; J: 105; K: 0.2

COc1ccc(OC)c(S(=O)(=O)N(C)CC(=O)Nc2ccccc2OC)c1
  A: /; B: 8; C: 16; D: 0; E: 109; F: 109; G: -1; H: -8; I: 42; J: 111; K: -0.2

COc1ccc(NCc2n[nH]c(=O)c3ccccc23)cc1
  A: /; B: 8; C: 53; D: 10; E: 100; F: 99; G: 5; H: -12; I: 33; J: 102; K: -1.3

CCc1cccc(NC(=O)CCCSc2nc3ccccc3[nH]2)c1
  A: 6; B: 3; C: 1; D: 20; E: 108; F: 104; G: -2; H: -9; I: 5; J: 109; K: 0.8

CCOc1ccc(NC(=O)CCN2CCN(S(=O)(=O)c3cc(Cl)ccc3OC)CC2)cc1
  A: 16; B: 5; C: 4; D: -1; E: 100; F: 101; G: 0; H: -31; I: 42; J: 99; K: 0.9

CCN1C(=O)OC2(CCCCC2)C1(C)O (stereo not given)
  A: /; B: 9; C: 0; D: 14; E: 100; F: 98; G: -1; H: -5; I: 11; J: 101; K: 0.2

COc1ccc(NC(=O)Cn2c(=O)n(CC(=O)NCc3ccco3)c(=O)c3ccccc32)cc1
  A: /; B: 35; C: 2; D: -10; E: 100; F: 99; G: -1; H: -12; I: 14; J: 98; K: 0.3

CCCc1nc2scc(-c3ccccc3)c2c(=O)n1N
  A: -6; B: 12; C: 5; D: -9; E: 103; F: 105; G: -3; H: -4; I: 6; J: 102; K: 1.0

CCOc1ccc2cc(S(=O)(=O)N3CCN(C)CC3)ccc2c1
  A: /; B: 26; C: 3; D: 7; E: 101; F: 101; G: -2; H: -6; I: 15; J: 100; K: 0.4

CCOC(=O)c1ccc(NC(=O)CN2C(=O)CSC(C)C2=O)cc1 (stereo not given)
  A: -7; B: 3; C: 1; D: 13; E: 105; F: 104; G: -3; H: -18; I: 6; J: 105; K: -0.2

O=C(CN1C(=O)CSC1=O)NCc1ccccc1
  A: /; B: 25; C: 7; D: 13; E: 100; F: 99; G: -6; H: 6; I: 22; J: 99; K: 0.7

CC(Sc1nncs1)C(=O)Nc1ccc(Cl)cn1 (stereo not given)
  A: /; B: 13; C: 4; D: -12; E: 102; F: 101; G: -9; H: 5; I: 18; J: 101; K: 0.3

C=C(C)C1CC=C(C)/C(=N/NC(=O)CCCNc2cccc(C)c2)C1 (stereo not given)
  A: 22; B: 11; C: 1; D: 15; E: 101; F: 104; G: 2; H: -34; I: 25; J: 102; K: 0.7

CC1=CC(C)(C)N(C(=O)CNC2CCCCC2)c2cc(C)ccc21
  A: 5; B: 9; C: 1; D: 37; E: 99; F: 101; G: -1; H: -2; I: 22; J: 101; K: 0.8

COc1ccc(Cl)cc1NC(=S)NCc1ccc(S(N)(=O)=O)cc1
  A: -2; B: 8; C: 0; D: 28; E: 97; F: 99; G: 1; H: -57; I: 12; J: 97; K: -0.3

CCOC(=O)c1oc2ccccc2c1NC(=O)C(C)(C)C
  A: /; B: 10; C: 3; D: 4; E: 102; F: 102; G: -2; H: -5; I: 22; J: 100; K: 0.2

CCCC(=O)Nc1nnc(CC(=O)OCC)s1
  A: -13; B: 26; C: 1; D: 11; E: 101; F: 106; G: -1; H: -13; I: 22; J: 101; K: 0.8

CC(C)CCN1CCN(Cc2nc3c(s2)CCCC3)CC1CCO (stereo not given)
  A: 7; B: 2; C: 1; D: 5; E: 40*; F: 27*; G: 0; H: -57; I: 13; J: 38*; K: -0.1

CC1CN(S(=O)(=O)c2ccc(C(=O)Nc3sccc3C(N)=O)cc2)CC(C)O1 (stereo not given)
  A: -3; B: 6; C: 6; D: 8; E: 103; F: 104; G: -1; H: -3; I: 8; J: 101; K: 1.0

CC(c1ccco1)N(C(=O)c1ccc(F)cc1)c1ccccn1 (stereo not given)
  A: /; B: 23; C: 1; D: 10; E: 100; F: 100; G: -3; H: -27; I: 7; J: 100; K: 0.2

CCNCc1ccccc1OCc1ccccc1
  A: 9; B: 10; C: 2; D: 8; E: 102; F: 105; G: -2; H: -18; I: 9; J: 102; K: 0.1

CN(C)S(=O)(=O)Oc1cccc(C(=O)Nc2ccc([N+](=O)[O-])cc2)c1
  A: 9; B: 13; C: 8; D: 16; E: 105; F: 102; G: -8; H: 6; I: 15; J: 104; K: 0.8

CC/C(O)=C1\C(=O)CCCC1=NCCc1nc2ccccc2[nH]1
  A: /; B: 21; C: 2; D: -29; E: 104; F: 111; G: 1; H: -10; I: 9; J: 100; K: 0.3

S=C(Nc1ccc2c(c1)OCO2)N1CCCC1
  A: 9; B: 9; C: -1; D: 6; E: 100; F: 98; G: -3; H: -18; I: 12; J: 99; K: -0.5

C[C@@H]1C=C(C(=O)N2CCOCC2)O[C@H](OCc2ccc(CO)cc2)C1
  A: -58; B: 5; C: 1; D: -17; E: 100; F: 106; G: 2; H: -5; I: 17; J: 100; K: 0.1

CC(C(=O)NCCC1=CCCCC1)N1C(=O)c2ccccc2C1=O (stereo not given)
  A: /; B: 6; C: 0; D: 5; E: 101; F: 98; G: -2; H: -1; I: 55; J: 99; K: 0.1

CN1CCc2c1nc1ccccc1c2N=C1CCCN1Cc1ccccc1
  A: -15; B: 9; C: 5; D: 36; E: 104; F: 100; G: 0; H: -3; I: 10; J: 103; K: /

CCOc1ccc(NC(=O)c2cc(Cl)nc3ccccc23)cc1
  A: -17; B: 8; C: /; D: -17; E: 96; F: ?; G: /; H: -26; I: /; J: 99; K: /

CN(C)S(=O)(=O)Oc1ccsc1C(=O)Nc1ccc(Cl)cc1
  A: /; B: 5; C: 14; D: 1; E: 102; F: 101; G: 0; H: 6; I: 15; J: 104; K: 0.6

Clc1cc2nc3ccccn3c2cc1Cl
  A: -20; B: 18; C: 5; D: 25; E: 99; F: 93; G: -5; H: -7; I: 11; J: 99; K: 0.4

Cc1cccc(C(=O)NCCN(C)C)c1
  A: /; B: 26; C: -2; D: 6; E: 100; F: 101; G: 0; H: 0; I: 23; J: 103; K: 0.0

Compound profiles, as listed above.
CC(C(=O)NCCC1=CCCCC1)N1C(=O)c2ccccc2C1=O (stereo not given) is entered as Pf gametocyte = /; Avidin fluor = 6; ABCG2 inh = 0; Mcl1-Noxa inh = 5; RGS4-Gao reg = 101; RGS7-Gao = 98; Mcl-1 Bim block = -2; Mcl1 Bid PPI = -1; GSH fluor = 55; RGS8-Gao = 99; ABCB1 block = 0.1
Cc1cccc(C(=O)NCCN(C)C)c1 is entered as Pf gametocyte = /; Avidin fluor = 26; ABCG2 inh = -2; Mcl1-Noxa inh = 6; RGS4-Gao reg = 100; RGS7-Gao = 101; Mcl-1 Bim block = 0; Mcl1 Bid PPI = 0; GSH fluor = 23; RGS8-Gao = 103; ABCB1 block = 0.0
